# FAS TE block: FAS thioesterase domain inhibitors, primary screen, biochemical, fluorescence intensity, uHTS | Fatty acid synthase (Homo sapiens), P49327 | recombinant FAS-TE, OMFH fluorogenic substrate, fluorescence endpoint | inhibition, % at 15 µM | 360,000 compounds, 0.67% hits;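 active means compounds whose normalised, plate-corrected inhibition of enzyme fluorescence in the single-dose primary screen is 50% or more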;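 further: 0% = DMSO with enzyme and 100% = substrate without enzyme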
# CendR NRP1 mod: modulators of CendR peptide binding to NRP-1, primary screen, biochemical, fluorescence polarization, uHTS | Neuropilin-1 (Homo sapiens), O14786 | FAM-RPARPAR peptide binding to NRP-1 | inhibition, % at 25 µM | 360,000 compounds, 0.85% hits;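 active means inhibition or corrected inhibition above about 18%, plus a signal ratio from 0.5 to 1.5, limit read from the data, passing the limit was not always enough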; further: strong numbers were not always called active
# MLLE-PAM2 inh: inhibitors of PABP1 MLLE–PAM2 peptide binding, primary screen, biochemical, fluorescence polarization, FITC-PAM2, GST-MLLE | AID 588489, 2011 | Polyadenylate-binding protein 1 (Homo sapiens), P11940 | 360,000 compounds, 0.36% hits | inhibition, % at 20 µM; in the data active means inhibition above about 35%, passing the limit was not always enough;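 further: plate controls were DMSO wells with GST-MLLE for no effect and wells lacking GST-MLLE protein for full effect; some results filed as inactive read as strong as hits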
# bovine MsrA act: bovine MsrA enzyme activators, primary screen, biochemical, absorbance, HTS. Methionine sulfoxide reductase A (Bos taurus). activation, % at 10.6 µM. purified bovine MsrA, absorbance read-out. AID 602163, 2012. 360,000 compounds, 0.3% hits; in the data active means activation above about 7.5%;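 further: 0% = vehicle and 100% = reference activator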
# Tb MetRS inh: T. brucei MetRS inhibitors, primary screen, biochemical, luminescence; 360,000 compounds, 0.4% hits; AID 624268, 2012; purified T. brucei MetRS, ATP depletion, Kinase-Glo luminescence; inhibition, % at 11.9 µM;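 active means inhibition above a per-plate cutoff of the control wells' mean inhibition plus 3 SD, cut at about 5.5% in these data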;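 further: 0% = DMSO wells median and 100% = median of wells with control inhibitor compound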
#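 Material – parasite MetRS enzyme · Medium – HEPES-MgCl2-KCl buffer plus DTT, spermine, BSA, pyrophosphatase · Reagent – ATP, methionine and E. coli bulk tRNA substrates · Times – 15 min enzyme-compound preincubation, 2 h reaction, 10 min detection, 25 °C · Measured by – luminescence of leftover ATP · Evaluation – percent inhibition relative to median high and low control wells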
# MT1-MMP act inh: blockers of MT1-MMP proenzyme processing, primary screen, HT1080 RFP-PRO-GFP cells, GFP/RFP fluorescence; GFP/RFP ratio fluorescence, overnight; percent of plate control window, DMSO zero; Matrix metalloproteinase-14 (Homo sapiens), P50281; GFP/RFP ratio change, % at 20 µM; 360,000 compounds, 0.061% hits;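 active means GFP/RFP ratio change of at least 30% with cell ATP level not reduced by more than half and red fluorescence within 50% of control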; further: strong numbers were not always called active
#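 Assay system – RFP-PRO-GFP reporter HT1080 cells · Compound dosing – single dose of 20 µM compound, 1% DMSO final · Incubation – overnight compound exposure at 37 °C · Measure – GFP/RFP fluorescence ratio · Benchmarks – DMSO wells and RFP-L50D-GFP cells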
# MsrA inhibitor: bovine MsrA enzyme inhibitors, primary screen, biochemical, absorbance, HTS. Methionine sulfoxide reductase A (Bos taurus). purified bovine MsrA, absorbance read-out. inhibition, % at 15.5 µM. 360,000 compounds, 0.75% hits. AID 651718, 2012; in the data active means inhibition above about 4.5%;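 further: 0% = vehicle wells with enzyme and 100% = reference inhibitor wells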
# SKN-1 inh: suppressors of acrylamide-induced Pgst-4::GFP reporter in worms, primary screen, SKN-1 inhibitor project, whole organism, uHTS, GFP/RFP fluorescence ratio, strain VP596; inhibition, % at 21.8 µM; C. elegans VP596 Pgst-4::GFP/RFP ratio, 24 h; 360,000 compounds, 0.49% hits;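 active means interference check ratio from 0.5 to 1.5 plus GFP to RFP signal ratio inhibition reaching or exceeding a fixed threshold, cut at about 30% in these data, passing the limit was not always enough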; further: some compounds called inactive have numbers as strong as hits
# E coli Lon inh: inhibitors of E. coli Lon protease, primary screen, biochemical, fluorescence polarization; AID 602123, 2011; 360,000 compounds, 0.42% hits; P0A9M0; purified E. coli Lon protease; inhibition, % at 7.94 µM; in the data active means inhibition above about 13%, passing the limit was not always enough;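 further: 0% = enzyme with probe and DMSO and 100% = no enzyme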
# An asterisk follows results filed as active; x = no result given.
no.	Molecule	FAS TE block	CendR NRP1 mod	MLLE-PAM2 inh	bovine MsrA act	Tb MetRS inh
1	Cc1cccc(OCC(=O)NNC(=O)CCc2ccccc2)c1	-8.9	0.3	6.3	-3.1	-0.7
2	O=C1C=C(N2CCCCCC2)C2(CCCCC2)O1	-4.7	-7.4	4.1	-4.2	-0.4
3	CCOC(=O)Nc1ccc(OCc2nnc3c4ccccc4c(C)nn23)cc1	0.1	-18.9	-8.9	-3.3	-0.6
4	COc1ccc(-c2c(C#Cc3ccsc3)c3cc(Br)ccc3n2C)cc1	31.1	-4.8	-3.2	-2.0	-0.1
5	O=C(CNCc1cccnc1)Nc1cc(C(F)(F)F)ccc1N1CCOCC1	-2.7	8.8	-9.3	-2.7	-0.9
6	CCc1ccccc1NC(=S)NC1CC2CCC(C1)N2Cc1ccco1 (stereo not given)	-9.3	-2.4	15.2	-5.9	-1.6
7	COc1ccc(C(CNC(=O)c2cccn2C)N2CCOCC2)cc1 (stereo not given)	-8.0	-11.1	3.8	-2.0	-0.1
8	Cc1ccc(CN2C(=O)CCC2C(=O)NCc2ccc(F)cc2)cc1 (stereo not given)	-3.6	6.0	7.2	0.5	0.0
9	CCOc1cc(CN2CCCCC2)ccc1OC	-6.2	-0.9	-3.8	-2.1	0.5
10	O=C(Nc1ccc(S(=O)(=O)N2CCOCC2)cc1)C1CC(=O)N(c2ccc(F)cc2)C1 (stereo not given)	-4.0	4.3	0.4	-3.4	0.3
11	COc1ccc(C(=O)c2c[nH]c(C(=O)NCC3CCCO3)c2)cc1 (stereo not given)	-5.4	-6.8	3.0	-3.0	-0.2
12	COc1ccc(COC(=O)N/N=C(\C)CC(=O)NCc2ccc(Cl)cc2)cc1	2.9	-9.0	-5.3	-2.7	-0.4
13	COc1ccc(N=C2SC(C(=O)Nc3ccc(OC)cc3)CC(=O)N2CCN2CCOCC2)cc1 (stereo not given)	0.6	0.6	-3.9	-1.8	0.0
14	OC(c1ccccc1)(c1ccccc1)C1CCN(CCCOc2ccc(F)cc2)CC1	-5.0	13.1	x	-2.1	-0.9
15	CC(=O)OC1c2c(ccc3ccc(=O)oc23)OC(C)(C)C1OC(=O)CC(C)C (stereo not given)	26.3	1.1	-0.7	-0.7	0.2

no.	MT1-MMP act inh	MsrA inhibitor	SKN-1 inh	E coli Lon inh
1	2.3	1.7	-6.0	-2.1
2	-0.5	-1.2	-9.6	-0.4
3	0.1	-1.1	-2.7	-6.5
4	5.6	-0.2	-6.3	5.3
5	-2.2	-0.1	-0.7	1.2
6	6.4	1.0	6.9	-4.5
7	-3.5	0.4	19.0	-2.8
8	-1.5	0.1	-9.5	-4.7
9	-0.1	0.8	-10.5	-1.8
10	-2.0	-0.7	-4.5	-12.4
11	1.6	1.0	1.8	-6.6
12	0.6	0.6	0.0	-0.2
13	-9.2	-0.1	-11.6	0.0
14	1.8	-1.1	1.1	-0.6
15	-4.9	2.4	10.7	-0.3

no.	Molecule	FAS TE block	CendR NRP1 mod	MLLE-PAM2 inh	bovine MsrA act	Tb MetRS inh
16	NC(=O)CC(NC(=O)c1ccccc1)c1ccc(NCCCN2CCCC2=O)c([N+](=O)[O-])c1 (stereo not given)	-11.3	-7.7	-7.5	0.8	0.4
17	CCOC(=O)c1ccc(N2C(=O)CC(N3CCOCC3)C2=O)cc1 (stereo not given)	-11.2	6.8	9.0	-3.5	0.0
18	CCc1nc2sc3c(c2c(=O)n1N)CC(C)(C)OC3	-4.7	3.1	-4.9	-1.7	-0.5
19	COc1ccccc1OCC(=O)NNC(=O)Nc1ccc(Cl)cc1	-2.8	-4.6	-4.6	1.1	0.4
20	O=c1c2ccccc2ncn1-c1ccc(Cl)cc1[N+](=O)[O-]	-2.8	-9.8	10.9	-2.3	1.1
21	CC12CN(C(=O)c3ccccc3)C3(C#N)CC1CCC23C (stereo not given)	-6.1	3.1	3.6	13.5*	-0.2
22	COc1ccc(C(=O)C2CCCN(Cc3ccc4c(c3)OCCO4)C2)cc1F (stereo not given)	9.4	-6.5	-5.0	-1.6	-0.4
23	O=C(CN1CCN(c2ccccc2O)CC1)NNC(=O)c1ccc(Cl)cc1	-9.6	6.7	-4.1	-3.4	0.9
24	O=C(NNc1c(Cl)cccc1Cl)c1cccs1	-7.7	-2.3	-5.2	-1.3	4.2
25	O=C(Nc1cccc(F)c1)Nc1ccc(Cl)cn1	-4.2	-5.5	-3.1	-0.4	0.1
26	C=CCn1c(=O)c2ccccc2n2c(SCC(=O)O)nnc12	-1.4	-1.6	4.6	-3.0	-0.6
27	COc1ccc(C(O)(C(C)C)C(CN2CCOCC2)c2ccc(Cl)cc2)cc1 (stereo not given)	21.9	6.2	-1.8	-6.6	-0.7
28	Cc1ccc(C(=O)N(C)Cc2nc3ccccc3c(=O)[nH]2)cc1NC(=O)c1ccco1	-4.4	-1.2	17.4	-8.7	-0.4
29	CN1C(=O)/C(=C/c2ccc(-c3ccccc3[N+](=O)[O-])o2)SC1=Nc1ccc(Cl)c(C(=O)O)c1	28.5	-17.5	-49.9	-2.5	0.7
30	Cc1[nH]c(=S)[nH]c(=O)c1CCC1OCCO1	-7.5	18.1	17.5	-3.2	-0.6

no.	MT1-MMP act inh	MsrA inhibitor	SKN-1 inh	E coli Lon inh
16	6.3	0.3	12.1	-1.6
17	-0.9	-0.3	-3.3	-5.4
18	1.1	1.0	2.1	3.2
19	1.1	1.3	-3.5	-5.0
20	-0.1	0.5	-3.3	-0.5
21	0.6	-0.6	2.4	-6.6
22	0.2	0.2	-11.2	-7.7
23	4.5	-0.4	-4.4	-5.8
24	4.8	0.3	4.9	-0.1
25	-1.7	-0.5	13.4	-12.4
26	0.1	-0.1	3.3	-2.2
27	-4.3	-0.1	-3.0	0.8
28	-1.6	-0.8	3.0	-9.7
29	-15.6	0.0	3.1	-3.8
30	1.8	0.3	-12.1	-27.4

# Some of these compounds in order of formula weight, ascending:
no.	Molecule	FAS TE block	CendR NRP1 mod	MLLE-PAM2 inh	bovine MsrA act	Tb MetRS inh
25	O=C(Nc1cccc(F)c1)Nc1ccc(Cl)cn1	-4.2	-5.5	-3.1	-0.4	0.1
20	O=c1c2ccccc2ncn1-c1ccc(Cl)cc1[N+](=O)[O-]	-2.8	-9.8	10.9	-2.3	1.1
17	CCOC(=O)c1ccc(N2C(=O)CC(N3CCOCC3)C2=O)cc1 (stereo not given)	-11.2	6.8	9.0	-3.5	0.0
7	COc1ccc(C(CNC(=O)c2cccn2C)N2CCOCC2)cc1 (stereo not given)	-8.0	-11.1	3.8	-2.0	-0.1
6	CCc1ccccc1NC(=S)NC1CC2CCC(C1)N2Cc1ccco1 (stereo not given)	-9.3	-2.4	15.2	-5.9	-1.6

no.	MT1-MMP act inh	MsrA inhibitor	SKN-1 inh	E coli Lon inh
25	-1.7	-0.5	13.4	-12.4
20	-0.1	0.5	-3.3	-0.5
17	-0.9	-0.3	-3.3	-5.4
7	-3.5	0.4	19.0	-2.8
6	6.4	1.0	6.9	-4.5

# Next part
no.	Molecule	FAS TE block	CendR NRP1 mod	MLLE-PAM2 inh	bovine MsrA act	Tb MetRS inh
31	COc1cc(-c2coc3c(C(=O)NC4CCCCC4)cccc23)ccc1O	7.8	-12.1	-10.7	-3.5	-0.4
32	Cc1ccccc1C(=O)N1CCC2CC1c1cc(-c3ccc(F)cc3)ccc12 (stereo not given)	17.3	-3.0	-1.4	4.7	-0.9
33	N#Cc1cc([N+](=O)[O-])ccc1Oc1cccc(/C=N/NC(=O)c2ccc(Cl)cc2)c1	31.0	-0.2	-5.5	-2.2	0.1
34	Cc1cc(C(=O)Nn2c(C3CCCCC3)nc3ccccc3c2=O)ccc1[N+](=O)[O-]	26.5	5.0	-1.4	-5.3	-1.3
35	O=C(COc1ccccc1)N=C1SC2CS(=O)(=O)CC2N1c1ccccc1 (stereo not given)	-3.7	11.3	-2.8	1.2	0.0
36	O=[N+]([O-])c1cc(/C=N/N2CCCCC2)ccc1Cl	24.2	7.8	-9.8	-2.7	-0.5
37	C#CC(C)(C)NC(=O)c1ccccc1OC	-4.1	1.4	-2.8	-1.8	0.2
38	CCOC(=O)c1c(C)nc(C)c(C(=O)OCC)c1-c1ccc(OC)cc1	-3.8	6.9	-4.7	-4.1	0.0
39	CCc1ccc(-c2cc(C)no2)cc1S(=O)(=O)NCCc1ccccc1	34.1	8.8	4.0	-2.1	0.2
40	CN(C)C(=O)c1cc(C(=O)Cc2ccccc2)c[nH]1	-6.7	7.5	-14.2	-7.9	-1.6
41	O=C(Nc1cccc([N+](=O)[O-])c1)C12CC3CC(C1)CC(n1cnc([N+](=O)[O-])n1)(C3)C2	16.9	-4.0	-6.8	-3.6	0.0
42	O=C(COC(=O)Cn1cnc2ccccc21)Nc1cc(S(=O)(=O)N2CCOCC2)ccc1Cl	-5.3	-5.2	-12.4	-1.1	1.9
43	O=C(O)/C=C/c1cn(-c2ccccc2)nc1-c1ccc2c(c1)OCCO2	-5.1	13.2	3.1	-7.8	-0.3
44	O=S1(=O)N=CN(Cc2cccc(F)c2)c2ccccc21	2.4	-11.4	2.7	1.9	-0.9
45	Cc1ccc(Nc2ccc(N)cc2S(=O)(=O)O)cc1	-2.2	-5.5	8.4	-3.7	-0.7
46	Nc1ccc(S(=O)(=O)Nc2nccc(/C=C/c3cccc(Br)c3)n2)cc1	4.0	7.2	-6.0	-2.4	0.3
47	CC(=O)NC1C(Oc2ccccc2C)OC2COC(c3ccco3)OC2C1O (stereo not given)	-10.4	1.6	1.2	0.0	0.9

no.	MT1-MMP act inh	MsrA inhibitor	SKN-1 inh	E coli Lon inh
31	-1.8	0.6	11.1	-4.4
32	-0.9	-1.8	2.2	-1.1
33	3.8	0.1	0.0	-4.2
34	-1.1	0.1	0.2	1.0
35	1.0	0.3	4.3	-1.7
36	3.8	-0.2	25.1	-2.7
37	-4.6	-0.7	16.0	-4.0
38	-0.8	-0.2	6.9	-2.2
39	-3.0	0.0	2.9	-12.0
40	1.3	-0.8	-6.3	5.1
41	-2.4	0.9	11.9	-5.8
42	2.9	-1.6	2.1	-6.0
43	2.1	-0.6	0.8	4.3
44	1.9	-0.6	-16.5	3.4
45	15.1	1.5	12.2	-12.2
46	-7.7	2.1	10.6	7.5
47	6.0	-1.8	-5.2	-13.1
